TbHK1 inh: T. brucei hexokinase 1 inhibition. recombinant TbHK1, G6PDH-coupled NADH A340. inhibition, % at 10 µM. hit rate 0.11% among 220,000. AID 1430;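 active means inhibition of 50% or more in the single-dose primary screen; inactive means inhibition below 50%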
Mdm2 ligase inh: Mdm2 E3 ligase (human) inhibition | signal enhancement, % at 5 µM | cell-based MDM2 ubiquitination luciferase reporter, 2 h; 0 = plate control, 100 = twice control, blank-subtracted | AID 1230 | hit rate 0.11% among 210,000 | Q00987;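 active means signal enhancement of 30% or more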;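 further: luminescence tracks abundance of the self-degrading MDM2-luciferase fusion protein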
Target sequence (Q00987 whole entry, looked up, the tested form may be a part): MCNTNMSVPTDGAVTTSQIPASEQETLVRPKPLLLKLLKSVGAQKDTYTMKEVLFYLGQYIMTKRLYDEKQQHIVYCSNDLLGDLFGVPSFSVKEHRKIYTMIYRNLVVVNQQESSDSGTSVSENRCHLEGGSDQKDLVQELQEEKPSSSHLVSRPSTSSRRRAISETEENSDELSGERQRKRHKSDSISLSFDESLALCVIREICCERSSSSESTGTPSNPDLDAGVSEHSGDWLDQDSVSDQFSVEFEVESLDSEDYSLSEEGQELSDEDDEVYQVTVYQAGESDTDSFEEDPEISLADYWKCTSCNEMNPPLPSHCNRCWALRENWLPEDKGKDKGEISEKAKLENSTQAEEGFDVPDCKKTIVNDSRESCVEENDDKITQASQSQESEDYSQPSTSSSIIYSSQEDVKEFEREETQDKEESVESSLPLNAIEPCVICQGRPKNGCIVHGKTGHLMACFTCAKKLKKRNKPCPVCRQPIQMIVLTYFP
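Test system: mammalian cells stably expressing self-ubiquitinating, self-degrading MDM2 E3–luciferase fusion; Amount: 2000 cells in each well; Medium: DMEM; Schedule: 4 h settle plus 2 h compound, 37 °C; Technique: SteadyLite luciferase luminescence after 15 min room-temperature reagent incubation; Benchmarks: plate control and blank wells.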
Runt-CBFb FRET: blocks binding of human RUNX1 Runt domain to CBFb | Q01196+Q13951 | Cerulean-Runt/Venus-CBFb FRET ratio 530/480, 1 h | inhibition, % at 20 µM | hit rate 0.46% among 220,000 | AID 1496;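 active means inhibition over about 50% at 20 µM in the single-dose screen, limit read from the data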;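 further: 0% = DMSO wells and 100% = excess unlabeled CBFb competitor control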
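Doses: 20 µM compound in 1% DMSO | Material: Cerulean-labeled Runt domain protein | Amount: Each fluorescent fusion protein 100 nM | Schedule: Two 1 h room-temperature incubations shielded from light | Measured by: FRET fluorescence | Evaluation: Loss of energy transfer signal | Controls: Unlabeled CBFb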
EBV gp42 inh: EBV gp42 inhibition; Q1HVG2; Fluorescence polarization binding assay, mP read-out; inhibition, % (tested at 21.74 µM); hit rate 0.42% among 220,000; AID 1085; in the data active means inhibition above about 50%
Target sequence (Q1HVG2 whole entry, looked up): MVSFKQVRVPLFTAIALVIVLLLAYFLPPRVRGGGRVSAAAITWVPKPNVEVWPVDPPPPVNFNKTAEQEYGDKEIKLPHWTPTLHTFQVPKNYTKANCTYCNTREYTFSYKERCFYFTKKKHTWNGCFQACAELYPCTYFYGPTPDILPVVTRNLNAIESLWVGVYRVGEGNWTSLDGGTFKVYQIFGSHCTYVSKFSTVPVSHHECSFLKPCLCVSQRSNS
Hck-Nef inh: blocks Nef-activated human Hck kinase; P08631; Recombinant Hck-YEEI plus Nef, Z-Lyte FRET kinase assay; inhibition, % at 20 µM; hit rate 0.68% among 220,000; AID 463187;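 active means Hck-Nef kinase inhibition above about 50%, limit read from the data; inactive means inhibition below that limit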;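 further: 0% = DMSO with Hck plus Nef and 100% = Hck alone without Nef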
zVAD death inh: L929 zVAD cell death inhibition; L929 zVAD necroptosis rescue, ATP luminescence, 24 h; with zVAD 60 µM; viability rescue, % at 10 µM; hit rate 0.38% among 220,000; AID 1377;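 active means activation, scaled between plate controls, above about 75%, limit read from the data; inactive means activation under that limit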;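 further: 0% = zVAD with DMSO and 100% = DMSO alone without zVAD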
NCF1 inh: p47phox (human) inhibition | P14598 | p47phox/p22phox peptide binding, fluorescence polarization, 2 h | inhibition, % at 24.7 µM | hit rate 0.53% among 220,000;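 active means inhibition above about 30%, limit read from the data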;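 further: 0% = p47phox with labelled peptide and 100% = labelled peptide alone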
14-3-3 Bad inh: disrupts binding of bovine 14-3-3 zeta to phospho-Bad peptide; P63103; TR-FRET 14-3-3zeta/Dy647-pBad peptide displacement, 1 h; inhibition, % at 21.7 µM; hit rate 0.71% among 220,000;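 active means inhibition above about 70%, limit read from the data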;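 further: 0% = full 14-3-3 plus peptide FRET controls and 100% = background without 14-3-3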
Target sequence (P63103 whole entry, looked up): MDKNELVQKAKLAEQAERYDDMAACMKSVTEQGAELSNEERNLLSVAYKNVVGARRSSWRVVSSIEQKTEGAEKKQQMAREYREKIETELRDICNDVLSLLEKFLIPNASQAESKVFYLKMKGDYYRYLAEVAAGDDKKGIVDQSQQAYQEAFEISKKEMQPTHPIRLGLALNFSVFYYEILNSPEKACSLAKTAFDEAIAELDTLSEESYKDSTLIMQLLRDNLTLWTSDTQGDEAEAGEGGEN
Runt-SMMHC FRET: Runt domain-CBFb-SMMHC interaction inhibition. hit rate 0.74% among 220,000. Cerulean-Runt/Venus-CBFb-SMMHC FRET ratio 530/480, 1 h. Q01196+Q13951. AID 1434. inhibition, % at 20 µM;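 active means mean inhibition across duplicate retests at 20 µM reaching about 50%, limit read from the data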;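 further: 0% = DMSO wells and 100% = wells with excess untagged CBFb-SMMHC; inhibitors lower the FRET ratio by blocking Runt binding to CBFb-SMMHC; some results filed as inactive read as strong as hits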
The depositor's hits bear a star; x = no result given; & = joins results of further samples; [ ] = another dose, or the depositor's remark.

SMILES	TbHK1 inh	Mdm2 ligase inh	Runt-CBFb FRET	EBV gp42 inh	Hck-Nef inh	zVAD death inh	NCF1 inh	14-3-3 Bad inh	Runt-SMMHC FRET
O=C(O)c1cccc(N2C(=O)c3cccc(Oc4ccc(Cl)cc4)c3C2=O)c1	-12	x	-3	-9	1	1.4	-3	-4[fluorescence artefact?]	-2
O=C(OCCN1CCOCC1)c1cccnc1	-8&1	2&0	0&-1	-22&-10	0&-2	0.9&0.3	-14&-14	-1&23	6&4
CN(C)S(=O)(=O)c1ccc(-c2csnn2)s1	0	-7	0	-1	-1	0.0	-16	-2	-2
Cc1ccc(N(CC(O)Cn2c3ccccc3c3ccccc32)S(C)(=O)=O)cc1 (stereo not given)	-11	-13	-12	-6	2	-0.2	-13	7	0
CN(C(=O)c1ccncc1)C1CCS(=O)(=O)C1 (stereo not given)	-3	-10	-1	-11	2	1.1	7	7	1
Cc1nc2ccccc2c(=O)n1NC(=O)/C=C/c1ccccc1Cl	27	6	0	-19	5	0.9	-8	2	1
OCc1cn(-c2ccc(Cl)cc2)nn1	1	-11	3	-23	16	0.7	-4	-3	1
O=C(Nc1nncs1)C1COc2ccccc2O1 (stereo not given)	1	-8	-2	-9	6	-0.6	6	-1	2
O=C(O)C1CC(=O)N(Cc2ccccc2)C1 (stereo not given)	1	2	-2	-12	2	0.0	-8	-7	2
CCN(CC)CCN(C(=O)c1ccc(S(=O)(=O)N2CCCCC2)cc1)c1nc2cc3c(cc2s1)OCO3	1	-10	0	6	-5	-0.6	-6	6	-3
Cc1nc2sc(-c3ccccc3)cc2c(=O)n1N	-18	-78	-3	-12	12	-1.1	-1	0	-2
S=C(Nc1ccc2c(c1)OCO2)N1CCCC1	-2	-8	0	-17	0	0.6	-12	-2	-4
Cc1ccc(C(=O)COC(=O)c2cnccn2)cc1[N+](=O)[O-]	4	-1	1	-1	-3	3.1	-6	-11	1
FC(F)(F)c1cccc(Oc2cc(C(F)(F)F)nc(-c3ccccn3)n2)c1	-4	-16	-6	7	-1	-0.3	-6	-12	-3
COc1ccc(CCCC(=O)NC2CCCCC2)cc1	-4	-19	0	-20	0	0.2	-4	12[fluorescence artefact?]	6
O=C(Cc1csc(-c2ccccc2)n1)Nc1ccc(C(F)(F)F)cc1	33	-2	-6	-9	2	0.7	-18	-1	0
COc1ccc(NC(=S)N2CCCC(c3nc4ccc(C)cc4[nH]3)C2)cc1 (stereo not given)	1	6	2	-10	16	40	-12	-16	-1
COc1cc(/C=C2/SC(=S)N(CC(=O)Nc3cccnc3)C2=O)cc(OC)c1OC	-4	-4	-11	-13	4	-0.1	6	21[fluorescence artefact?]	-43
CC(C)(C)C(=O)C(Cl)C(=O)Nc1ccccc1 (stereo not given)	-5	x	9	-12	26	0.0	1	3	4
CSCCC(NC(=O)c1ccc([N+](=O)[O-])cc1Cl)C(=O)OCC(=O)N(C)C (stereo not given)	-1	-4	3	2	3	1.0	-25	-9	-3
CCOc1ccccc1NC(=O)C1CCN(c2ccc(S(=O)(=O)N3CCCC3)cc2)CC1	6	-4	0	8	0	1.0	-17	-8	-3
O=C(O)c1ccc2oc(SCC(=O)N3CCCCC3)nc2c1	-1	6	1	-16	0	0.4	0	-1	8
Cc1ccc(C2CC(c3cccc(NS(C)(=O)=O)c3)=NN2S(C)(=O)=O)cc1 (stereo not given)	-2	-11	-2	-15	-3	1.1	-197	3	1
CCCC(=O)n1nc(-c2ccccc2)nc1N	-2	8	-2	-12	1	0.0	2	7	-4
COC(=O)c1ccc(C(=O)OC)c(-n2c(=O)c3ccccc3c3ccccc3c2=O)c1	-6	-7	1	-13	1	1.4	-32	1[fluorescence artefact?]	-3
COc1ccc(-n2c(COc3ccc4ccccc4c3)nnc2SCC(=O)NCc2ccco2)cc1	1	-1	-5	-9	2	0.6	-22	6[fluorescence artefact?]	-6
Cc1ccc(NC(=O)c2ccc(CSc3ncnc4nc[nH]c34)cc2)c(C)c1	-2	6	-1	-5	-1	0.3	-6	0	-1
CCn1nnnc1SCC(=O)NNC(=O)C1CCCCC1	-6	8	0	-13	-1	-0.2	-12	0[fluorescence artefact?]	-2
O=C(CN1CCOCC1)NC1C2CC3CC(C2)CC1C3 (stereo not given)	2	-1	-3	1	-18	1.4	-8	13	-6
Fc1ccc(-c2nc3c(-c4ccccc4)cnn3cc2CCN2CCOCC2)cc1	-18	-16	-1	-1	8	0.5	-1	-5	-7
N=c1c2c(-c3ccccc3)c(-c3ccccc3)n(Cc3ccco3)c2ncn1Cc1ccco1	11	0	9	-22	3	20	-5	x	4
COCCn1c(SCC(=O)NCCc2ccccc2)nnc1-c1ccco1	2	-2	0	-8	-1	0.4	-7	0	-3
CCc1nnc(NC(=O)c2ccc(-c3ccc([N+](=O)[O-])cc3Cl)o2)s1	-15	18	19	-13	29	18	11	50	5
C(=N\Nc1nc(N2CCCC2)nc(N2CCCC2)n1)/c1ccncc1	-6	-7	-1	9	-6	1.1	5	4	-1
CCOP(=O)(OCC)c1nc(-c2ccccc2)oc1NCc1ccccc1	-12	-4	-7	-1	6	0.1	-6	-5	4
COc1ccccc1NC(=O)C(=O)N1N=C(C(C)C)CC1(O)C(F)(F)F (stereo not given)	0	-17	-1	-5	2	0.1	1	-6	4
Nc1nnc(CC(=O)NCc2ccccc2)s1	1	8	-2	-18	0	-0.5	-13	-3	-2
O=C(Nc1cccs1)Nc1ccccc1Br	-9	-13	13	1	4	2.2	0	-5	-9
O=C1c2oc3ccccc3c(=O)c2C(c2cccc(Br)c2)N1Cc1ccco1 (stereo not given)	1	-6	1	-6	0	-0.6	-8	34[fluorescence artefact?]	3
CCc1cccc(NC(=O)CCCSc2nc3ccccc3[nH]2)c1	6	-6	-1	9	6	0.9	-2	6[fluorescence artefact?]	2
O=c1[nH]c2sc3c(c2c(=O)n1Cc1ccccc1)CCC3	2	5	-1	1	1	1.7	-7	-12	4
O=C(Cc1ccc(F)cc1)Nc1cccc(-c2cn3c(n2)SCC3)c1	-11	7	1	-7	-3	0.3	x	-3	2
O=C(O)CCNc1nc(-c2ccccc2)nc2ccccc12	-7	-15	4	7	11	0.0	0	8	1
C=C(C)C1Cc2cc3ccc(=O)oc3cc2O1 (stereo not given)	-14	1	-2	-6	4	0.5	14	-5	-1
CCN1C(C#N)=C(C#N)N=C(C)CC1(C)C	-14	-18	-2	0	-6	-0.5	-5	-14	-2
COc1ccc(CCNC(=O)CNS(=O)(=O)c2ccc(Br)s2)cc1OC	-3	0	-1	-8	0	0.3	-13	12	0
O=C(c1cc2c(s1)CCC2)N1C(=O)c2ccccc2S1(=O)=O	7	-6	-1	-7	1	0.4	3	39[fluorescence artefact?]	2
O=c1c2ccccc2nc(/C=C/c2ccc([N+](=O)[O-])cc2)n1CCCO	17	-11	-4	-19	2	2.5	-14	-12[fluorescence artefact?]	-10
C/C(=N\NC(=O)c1ccc(O)cc1)c1cc2ccccc2o1	-44	-4	1	-2	21	43	-7	-14	-2
COCCNC(=O)c1ccccc1NS(=O)(=O)c1ccc(Br)s1	-10	-28	0	7	2	0.0	2	2	-2
O=C(c1ccco1)N1CCN(CC(O)COc2ccc3oc4ccccc4c3c2)CC1 (stereo not given)	-2	-18	-7	-26	1	1.4	-20	-5	-2
Brc1ccc(NCc2cccc3ccccc23)nc1	-4	-15	-2	-10	1	-0.5	-16	-1	1
COc1cccc(-n2nnc3c(=O)n(CC(=O)Nc4ccccc4C)cnc32)c1	-5	2	1	16	8	0.4	8	0	4
Cc1ccc(-c2onc3ccc(C4(C)OCCO4)cc23)cc1	-5	-9	1	-8	1	0.8	-5	-10	-3
CS(=O)(=O)N(Cc1ccccc1)c1ccc(C(=O)N2CCN(c3cccc(Cl)c3)CC2)cc1	-18	-4	-9	-3	9	-0.1	-4	-6	-1
CCOC(=O)c1coc(CNC(=O)c2c(C)oc3c2CCCC3)c1	-2	-27	-3	-11	3	2.0	-15	-15[fluorescence artefact?]	2
O=C(CSc1nc(-c2ccccc2)c(-c2ccccc2)[nH]1)NCc1ccco1	14	-1	-4	4	-12	-0.4	-4	-1	-1
NC(=O)COc1ccc(/C=N/NS(=O)(=O)c2ccccc2)cc1	-2	-2	2	6	-1	2.5	-9	-4	-2
Cc1ccccc1OCC(=O)Nc1nnc(-c2ccco2)s1	19	-9	1	-12	29	-0.1	-19	8	5
Cc1cccc(NC(=S)N(CCN2CCOCC2)Cc2cc3cc4c(cc3[nH]c2=O)OCCO4)c1	-32	-5	-22	-15	14	-1.0	-18	-7	-16
(more compounds)
SMILES	TbHK1 inh	Mdm2 ligase inh	Runt-CBFb FRET	EBV gp42 inh	Hck-Nef inh	zVAD death inh	NCF1 inh	14-3-3 Bad inh	Runt-SMMHC FRET
COC(=O)CCn1[nH]c(=O)c2ccccc2c1=O	26	-10	-1	-5	-2	0.4	-4	3	1
CCOC(=O)C1CCCN(C(=O)c2cncc(Br)c2)C1 (stereo not given)	11	-4	-2	-20	2	1.4	7	7	2
O=C(c1ccccc1)c1ccccc1NC(=O)C1CCCN1Cc1ccccc1 (stereo not given)	-5	-11	0	-13	1	-0.2	-4	1	-1
COc1ccccc1NC(=S)N1CCN(C(=O)c2ccco2)CC1	-2	-4	-6	-9	0	-0.1	-2	13	-2
CC(=O)c1cc(CN2CCN(Cc3ccc(C)cc3)C(CCO)C2)cs1 (stereo not given)	-2	-7	0	0	14	0.6	-3	-17	0
COC(=O)c1cccc(NC(=O)CSc2nnc(C)n2C)c1	-4	-30	1	-6	18	3.6	13	-6	-3
Cc1ccc(S(=O)(=O)N2CCC(C(=O)NCC3CCCO3)CC2)cc1 (stereo not given)	-11	-10	0	-22	1	0.0	-6	1[fluorescence artefact?]	2
Cc1ccccc1NC(=O)N(C(C)C)C(C)C	1	x	-2	13	-16	0.5	-15	-9	2
CCNC(=O)CN(C1CCCCC1)S(C)(=O)=O	37	0	0	-8	1	0.3	-1	-24	3
CCc1nnc(NC(=O)CSc2nnc(CNC(=O)c3ccc(OC)c(OC)c3)o2)s1	-1	-17	9	-1	-1	0.8	-2	-2	0
O=C(C1CC1)N1CCN=C1SCc1ccc(Cl)cc1	-11	-21	-2	3	-1	0.3	-3	-14	2

Exported with bars between the fields: entries from further up.
molecule | TbHK1 inh | Mdm2 ligase inh | Runt-CBFb FRET | EBV gp42 inh | Hck-Nef inh | zVAD death inh | NCF1 inh | 14-3-3 Bad inh | Runt-SMMHC FRET
CC(=O)c1cc(CN2CCN(Cc3ccc(C)cc3)C(CCO)C2)cs1 (stereo not given) | -2 | -7 | 0 | 0 | 14 | 0.6 | -3 | -17 | 0
COC(=O)c1cccc(NC(=O)CSc2nnc(C)n2C)c1 | -4 | -30 | 1 | -6 | 18 | 3.6 | 13 | -6 | -3
Cc1ccc(S(=O)(=O)N2CCC(C(=O)NCC3CCCO3)CC2)cc1 (stereo not given) | -11 | -10 | 0 | -22 | 1 | 0.0 | -6 | 1[fluorescence artefact?] | 2
Cc1ccccc1NC(=O)N(C(C)C)C(C)C | 1 | x | -2 | 13 | -16 | 0.5 | -15 | -9 | 2

Compound activity: PubChem, several laboratories
